# KCNQ2 inh – KCNQ2 potassium channel inhibitors, primary screen, cell-based, CHO-K1, FluxOR thallium flux, B-score (AID 2156) | 310,000 compounds, 1.1% hits | B-score at 10 µM | Potassium voltage-gated channel subfamily KQT member 2 (Rattus norvegicus), O88943 | 20 min; active compounds read low;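 active = fluorescence ratio B-score at most minus 3 library SDs, with starting brightness B-score within 2 library SDs, cut at about -5.5 in these data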
# Target sequence (O88943 whole entry, looked up): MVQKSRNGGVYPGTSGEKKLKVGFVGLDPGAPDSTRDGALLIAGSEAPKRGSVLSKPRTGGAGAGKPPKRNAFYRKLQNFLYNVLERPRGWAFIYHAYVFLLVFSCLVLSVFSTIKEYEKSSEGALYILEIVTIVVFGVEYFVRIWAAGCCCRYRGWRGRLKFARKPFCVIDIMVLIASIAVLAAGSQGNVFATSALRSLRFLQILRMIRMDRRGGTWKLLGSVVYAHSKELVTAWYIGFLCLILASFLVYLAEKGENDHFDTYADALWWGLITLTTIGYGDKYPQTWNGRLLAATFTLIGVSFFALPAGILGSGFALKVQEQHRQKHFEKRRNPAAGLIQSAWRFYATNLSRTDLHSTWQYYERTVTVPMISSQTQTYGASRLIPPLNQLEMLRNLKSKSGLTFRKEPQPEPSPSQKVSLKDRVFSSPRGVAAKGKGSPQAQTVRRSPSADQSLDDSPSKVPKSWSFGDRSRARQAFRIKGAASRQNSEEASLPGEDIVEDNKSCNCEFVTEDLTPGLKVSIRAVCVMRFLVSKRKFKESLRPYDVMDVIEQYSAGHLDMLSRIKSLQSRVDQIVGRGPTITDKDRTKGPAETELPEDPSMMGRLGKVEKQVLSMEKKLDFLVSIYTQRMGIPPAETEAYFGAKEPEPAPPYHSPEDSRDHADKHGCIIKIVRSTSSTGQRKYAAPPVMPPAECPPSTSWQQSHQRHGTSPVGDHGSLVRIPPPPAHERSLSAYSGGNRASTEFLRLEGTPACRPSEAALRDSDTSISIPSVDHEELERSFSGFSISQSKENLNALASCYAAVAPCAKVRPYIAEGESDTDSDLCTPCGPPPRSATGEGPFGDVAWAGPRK
# STK33 inh – inhibitors of purified STK33 kinase, primary screen, biochemical, ADP-Glo luminescence, homogeneous, cell-free; Serine/threonine-protein kinase 33 (Homo sapiens), Q9BYT3; MBP phosphorylation; inhibition, % at 10 µM; 320,000 compounds, 0.073% hits; AID 2661, 2010;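 active = inhibition at or above 25%, using the most active replicate where run in duplicate; inactive = inhibition below 25%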
# OX1R antag – antagonists of human orexin 1 receptor (OX1R); Orexin/Hypocretin receptor type 1 (Homo sapiens), O43613; OX1R-expressing cells, FRET antagonist read-out; inhibition, % at 6.6 µM; 330,000 compounds, 1.8% hits; AID 485270, 2010; in the data active = inhibition mostly above about 38%, no sharp cut-off; inactive = mostly below about 40%;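 also: 0% = agonist challenge alone and 100% = reference antagonist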
# * hit, by the source's call; i = inactive; . = not tested or not shown.
SMILES,KCNQ2 inh,STK33 inh,OX1R antag
CC1(C(=O)N/N=C/c2ccccc2)CC1(Br)Br (stereo not given),i,-0.9,23.0
CCCC(=O)c1c[nH]c(C(=O)NCCc2ccccn2)c1,i,-0.7,1.0
CC(=O)Nc1ccc(OCC(O)Cn2nc(C)c(C)c2C)cc1 (stereo not given),i,0.4,0.6
Cc1ccc(NC(=O)CN(C)C(=O)c2ccc(OCc3cn4ccccc4n3)cc2)cc1,.,1.2,0.8
C/C(Cn1nnc([N+](=O)[O-])n1)=N\NC(=O)c1ccccc1Cl,i,-0.9,42.4*
O=C(c1ccccc1)N(C(=O)c1ccccc1)c1ncnc2c1C(c1ccccc1)c1c(ccc3ccccc13)O2 (stereo not given),.,-0.7,6.5
CCOC(=O)c1ccc(N2C(=O)c3n[nH]c(-c4ccco4)c3C2c2ccc([N+](=O)[O-])cc2)cc1 (stereo not given),i,0.3,24.1
NS(=O)(=O)c1ccc(CNC(=O)c2ccncc2)cc1,i,-2.7,2.8
Cc1coc2cc3oc(=O)c(CCC(=O)N[C@@H](CCCNC(N)=O)C(=O)O)c(C)c3cc12,i,-0.1,-8.2
CN(C)S(=O)(=O)c1cccc(NC(=O)c2ccc(NS(=O)(=O)c3cccs3)cc2)c1,.,0.7,-1.7
CC(C(c1ccc2c(c1)OCO2)c1c(N)n(C)c(=O)n(C)c1=O)[N+](=O)[O-] (stereo not given),i,-1.8,5.4
CCC(CC)c1nnc(NC(=O)C2CC(=O)N(CCc3ccc(F)cc3)C2)s1 (stereo not given),i,-2.9,9.2
COc1cccc(/C=N/Nc2ncc(C(F)(F)F)cc2Cl)c1O,i,-0.5,9.6
CCOc1ccc(N2CC(C(=O)NNC(=O)c3ccc(Br)cc3)CC2=O)cc1 (stereo not given),i,-0.4,5.6
O=C(c1cc([N+](=O)[O-])[nH]n1)N1CCSCC1,i,0.7,15.4
CCOC(=O)/C(C#N)=C\c1ccc(OC)c(OC)c1,i,-1.7,38.0
CC(=O)NC(CC(=O)NCCOc1ccccc1F)c1ccccc1 (stereo not given),i,-2.2,12.8
O=C(Nc1ccc(Nc2ccncc2)cc1)c1ccc([N+](=O)[O-])cc1,i,-5.0,27.3
O=C1NC(=O)/C(=C\c2ccccc2OCc2cccc([N+](=O)[O-])c2)N1,i,0.0,17.4
CC(C)n1cc(-c2ccc(Cl)cc2)cc(C#N)c1=O,i,0.8,22.9
O=Cc1ccc(OCc2ccc3ccccc3c2)cc1,i,-0.3,-2.4
CC(C)=CCN1CCN(C/C(Cl)=C/c2ccccc2)CC1CCO (stereo not given),i,-1.0,13.2
CC(C)Cc1nnc(NC(=O)CN2C(=O)NC3(CC(C)CC(C)(C)C3)C2=O)s1 (stereo not given),i,-0.5,16.8
NS(=O)(=O)c1ccc(CNC(=S)Nc2ccc(Cl)c(Cl)c2)cc1,i,0.7,31.2
CCOC(=O)c1c(N)sc2c(OC)c(Br)ccc12,i,1.8,70.6

# Additional results follow.
SMILES,KCNQ2 inh,STK33 inh,OX1R antag
O=C(NNC(=O)c1cc2c(s1)CCCC2)c1ccccc1,i,0.0,4.8
N#Cc1ccc(S(=O)(=O)Nc2ccccc2N2CCOCC2)cc1,.,-0.6,0.3
Cc1nnc(C)n1/N=C/c1cccs1,i,-0.1,14.4
CCOC(=O)C1=C(CNCc2ccc(C)cc2)NC(=O)NC1c1cc(C)ccc1C (stereo not given),i,-0.4,8.4
CC(C)(C)c1ccc(C(=O)c2c[nH]c(C(=O)NCc3cccs3)c2)cc1,i,-0.5,0.0
Cc1occc1C(=O)NNC(=O)c1ccc(S(=O)(=O)N(C)C)cc1,.,-2.1,7.2
CCOc1ccc(C(=O)CCN2CCCCCC2)cc1,-6.58*,-0.7,18.5
C=CCN(c1ccc(C(=O)Nc2ccc(C)cc2)cc1)S(C)(=O)=O,i,-1.7,27.8
CCOC(=O)c1sc(N2C(=O)C(O)=C(C(=O)c3ccc(C)o3)C2c2ccc(OC)c(OC)c2)nc1C (stereo not given),i,0.3,4.8
COC(=O)c1cc(NC(=O)CC2NC3CCCCC3NC2=O)cc(C(=O)OC)c1 (stereo not given),i,6.3,-10.7
Cc1ccc(N(C)S(=O)(=O)c2c(C)[nH]c(C)c2C(=O)N2CCCC2)cc1,i,-2.2,26.2
CCc1cc(C(=O)N2CCCC(N3CCN(c4cccc(C(F)(F)F)c4)CC3)C2)n(C)n1 (stereo not given),i,-1.6,23.7
Cc1ccc2nc(SCc3ccc([N+](=O)[O-])cc3)nc(C)c2c1,i,-3.9,6.8
Cc1ccc(-n2c(O)c(C=NCc3ccccn3)c3ccccc3c2=O)cc1,i,3.6,19.4
CCOC(=O)C(NS(=O)(=O)c1ccccc1)(C(F)(F)F)P(=O)(OCC(C)C)OCC(C)C (stereo not given),i,1.6,23.6
O=C(COc1ccc(S(=O)(=O)N2CCCC2)cc1Cl)NCc1cccnc1,i,-1.2,8.0
COCCCN1C(=O)C(=O)/C(=C(/O)c2ccc(S(=O)(=O)N3CCOCC3)cc2)C1c1ccc(Cl)cc1 (stereo not given),i,-0.6,-0.6
COc1ccc(S(=O)(=O)N2CCC(C(=O)NCCc3c[nH]c4ccccc34)CC2)cc1,i,-1.8,-1.3
Cc1nn(C)c(C)c1S(=O)(=O)N(CC(=O)NCCCOC(C)C)c1ccc(C(C)C)cc1,i,-0.5,7.8
Cc1cccn2c(CN(C)C3CCCc4ccccc43)c(C(=O)N3CCOCC3)nc12 (stereo not given),i,-0.1,29.1
CC1(C)CC2CC(C)(CN2C(=O)C23CCC(C)(C(=O)C2)C3(C)C)C1 (stereo not given),i,-1.6,5.4
COc1ccc(C(CNC(=O)c2ccc(NS(=O)(=O)c3ccc(F)cc3)cc2)N2CCOCC2)cc1 (stereo not given),i,-0.2,-10.0
CCN1CCN(c2ncnc3c2c(-c2ccccc2)cn3-c2ccc(F)cc2)CC1,i,0.7,0.1
Cc1cc(-c2ccc(Cl)cc2)c(C#N)c(N)n1,i,-1.9,20.9
Nc1ccc(NC(=O)c2cccs2)cc1,i,-1.5,30.4

# Random excerpt: five records from the list
SMILES,KCNQ2 inh,STK33 inh,OX1R antag
Cc1ccc(N(C)S(=O)(=O)c2c(C)[nH]c(C)c2C(=O)N2CCCC2)cc1,i,-2.2,26.2
CCOc1ccc(N2CC(C(=O)NNC(=O)c3ccc(Br)cc3)CC2=O)cc1 (stereo not given),i,-0.4,5.6
COc1ccc(S(=O)(=O)N2CCC(C(=O)NCCc3c[nH]c4ccccc34)CC2)cc1,i,-1.8,-1.3
Cc1nn(C)c(C)c1S(=O)(=O)N(CC(=O)NCCCOC(C)C)c1ccc(C(C)C)cc1,i,-0.5,7.8
CC(C)(C)c1ccc(C(=O)c2c[nH]c(C(=O)NCc3cccs3)c2)cc1,i,-0.5,0.0

# Next part
SMILES,KCNQ2 inh,STK33 inh,OX1R antag
CC(=O)c1c(C)[nH]c(C(=O)COC(=O)COc2ccccc2F)c1C,.,-0.7,9.5
C=CCn1c(SCC(=O)c2c(N)n(C)c(=O)n(C)c2=O)nc2sc(CC)cc2c1=O,i,-0.7,15.3
Cc1c(C)n(CC(O)CN2CCCCCC2)c2ccccc12 (stereo not given),i,-2.6,6.5
O=C(NN1C(=O)C2C3c4ccccc4C(c4ccccc43)C2C1=O)C1CC1 (stereo not given),i,-1.1,11.3
CC1(c2ccccc2)CC(C)(C)n2c(O)c(C3=NC(=S)NC3=O)c3cccc1c32 (stereo not given),i,-1.1,1.3
N/C(=N\OC(=O)CSc1ccccc1)c1cccc([N+](=O)[O-])c1,i,0.3,5.9
O=C(/C=C/c1ccc([N+](=O)[O-])o1)NNC(=O)c1ccc(F)cc1,i,-1.6,57.8*
CSCC[C@H](NC(=O)N1CCn2c1nc1ccccc12)C(=O)N[C@@H](C(=O)O)c1ccccc1,i,3.2,3.4
Cc1cc(C)c(C(=O)Nc2ccc(S(=O)(=O)Nc3ccccn3)cc2)c(C)c1,i,-0.9,13.8
Nc1cc(=O)[nH]c(SC/C=C/c2ccccc2)n1,i,-0.1,8.2
COc1cc(NC(=O)CCc2nc(-c3cccs3)no2)cc(OC)c1OC,i,-0.9,17.8
CCN(c1ccccc1)S(=O)(=O)c1ccc(Cl)c(C(=O)OCC(=O)NC(=O)C(C)C)c1,i,-1.4,20.8
COc1ccc([C@H]2/C=C\CN(S(=O)(=O)/C=C/c3ccccc3)[C@@H](C)C(=O)N2Cc2ccc(F)cc2)cc1,i,-1.0,20.4
O=C(Nc1sc2c(c1C(=O)O)CCCC2)c1cccc(Cl)c1,i,-1.3,.
COCc1[nH]nc2c1C(c1ccsc1)C(C#N)=C(N)O2 (stereo not given),i,-0.1,18.7
Oc1ccc(Br)cc1CNn1cnnc1,i,-1.2,9.1
O=C(COc1ccc2ccccc2c1)Nc1cccc2c1C(=O)NC2=O,i,0.3,20.6
Cc1cc(S(=O)(=O)N2CCOCC2)ccc1OCC(=O)Nc1ccc(F)cc1,i,0.7,7.0
Cn1cc(CN2CCCC(CO)(Cc3cccc(Cl)c3)C2)cn1 (stereo not given),i,-0.9,6.9
S=C(NC1CCCCC1)N(CCc1nc2ccccc2[nH]1)C1CCCC1,i,3.9,6.3
CC(=O)c1ccc(NC(=O)CN2C(=O)COc3ccc(Cl)cc32)cc1,i,-3.0,21.4
COc1ccccc1OCC(=O)Nc1ccc(S(=O)(=O)N(C)c2ccccc2)cc1,i,-1.1,8.9
CC(NC(=O)COC(=O)Cc1ccc(Cl)cc1)c1ccccc1 (stereo not given),.,-0.9,10.0
CC1CC1C(=O)Nc1nc2ccc(S(C)(=O)=O)cc2s1 (stereo not given),i,12.5,11.6
O=C(Cc1ccccc1)N/N=C/c1cc(Br)c(Br)o1,i,0.7,3.8

# Profiles, quoted from the list. Values in the order: KCNQ2 inh	STK33 inh	OX1R antag
# Shown for `O=C(COc1ccc2ccccc2c1)Nc1cccc2c1C(=O)NC2=O` : i	0.3	20.6
# Shown for `Cc1cc(C)c(C(=O)Nc2ccc(S(=O)(=O)Nc3ccccn3)cc2)c(C)c1` : i	-0.9	13.8
# Shown for `O=C(/C=C/c1ccc([N+](=O)[O-])o1)NNC(=O)c1ccc(F)cc1` : i	-1.6	57.8*

# More results
SMILES,KCNQ2 inh,STK33 inh,OX1R antag
CSc1ncccc1C(=O)Nc1ccc(S(=O)(=O)NC2=NCCCCC2)cc1,i,0.5,21.6
Cc1ccc(N2CC(C(=O)Nc3ccc(N(C)C)cc3)CC2=O)cc1C (stereo not given),i,-0.6,7.0
O=C(Oc1ccc([N+](=O)[O-])cc1)C1CC(=O)N(c2ccc3c(c2)OCCO3)C1 (stereo not given),.,-0.8,5.8
COc1ccccc1CC(Cc1nc2ccccc2[nH]1)c1nc2ccccc2[nH]1 (stereo not given),i,-1.9,-16.5
Cn1cc(/C=N\NC(=O)C2COc3ccccc3O2)c2ccccc21 (stereo not given),i,0.4,47.8
COc1ccc(Cn2c(=S)[nH]c3cc(OC)c(OC)cc3c2=O)cc1,i,-0.7,24.5
COc1ccc(CCC(=O)OCC(=O)Nc2ccccc2)cc1,i,-1.6,3.0
COc1cc2c(cc1OC)C(C)N(S(=O)(=O)c1cn(C)c(C)n1)CC2 (stereo not given),i,-2.3,2.7
Cn1c(=O)[nH]c(=O)c2c1nc(N1CCCCC1)n2CCSc1ncccn1,.,0.1,-9.9
Cc1ccc(SCc2[nH]nc3c2C(c2ccco2)C(C#N)=C(N)O3)cc1 (stereo not given),i,-1.7,17.5
Cc1ccc(C)c(NC(=O)Cn2nc(C(F)(F)F)cc2C2CC2)c1,i,-0.5,19.1
Cc1ncc2c(c1OC(=O)c1ccc([N+](=O)[O-])cc1)COC(C)(C)OC2,i,-0.1,26.1
CCOc1ccc(-c2n[nH]c(C)c2Oc2ccc(OC)cc2)c(O)c1,i,0.5,30.9
CCCCc1cc(=O)oc2cc(OC3CCCCC3=O)ccc12 (stereo not given),i,0.8,5.7
O=C(/C=C/c1ccc(Br)cc1)c1ccco1,i,-0.7,3.6
CN(C)c1ccc(C(CNC(=O)c2ccc(F)cc2)c2c[nH]c3ccccc23)cc1 (stereo not given),i,-1.2,-1.3
Cc1ccc2[nH]c(=O)c(-c3nc4ccccn4c3NCc3ccco3)cc2c1,i,-1.3,13.9
C=CCN1C(=O)C(Cc2ccccc2)SC1=Nc1ccc(C(=O)O)cc1 (stereo not given),i,-1.3,21.1
CCOc1ccc(NC(=O)CC2C(=O)N(c3ccc(OC)cc3)C(=O)N2CCc2cccs2)cc1 (stereo not given),i,0.0,8.1
Cc1ccc(N(C(=O)CCC(=O)Nc2cc(C)on2)C(C(=O)NC2CCCC2)c2cccs2)cc1 (stereo not given),i,0.4,19.1
Cc1nn(C(C)C(=O)NCCN2CCCCCC2)c(=O)c2nn(-c3ccccc3)c(C)c12 (stereo not given),i,0.8,3.8
CCCN1C(=O)SC(CC(=O)Nc2cccc3ccccc23)C1=O (stereo not given),i,-0.1,7.2
O=C(CCC(=O)N1CCCC1)Nc1ccc(Cl)c(Cl)c1,i,-0.3,0.8
Cc1ccc([N+](=O)[O-])cc1N/C=C/C(=O)c1ccco1,i,-0.9,6.7
CCn1c(SCC(=O)N(C)CC(=O)Nc2ccc(F)c(F)c2F)nnc1-c1ccco1,i,-1.7,19.6

# Bioassay records deposited in PubChem by several laboratories.
